High-throughput results deposited in PubChem by Sanford-Burnham Center for Chemical Genomics.
mouse IAP activators: activators of mouse IAP, confirmation, biochemical, luminescence, single concentration (AID 434970) | purified mouse IAP, CDP-Star luminescence, 30 min; hits give low values | activity change, negative = activation, % at 10 µM | actives 2.9% (n = 11,000); in the data active means activity change below about -85%;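 further: percent relative to enzyme plus DMSO wells and wells without enzyme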
mouse IAP activators Fold change: further read-out of mouse IAP activators, marked with its call; activation factor; measured here: IAP activation factor; hits give high values;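 fold luminescence change scaled to plate control wells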
Active calls of the source: *.

mouse IAP activators,mouse IAP activators Fold change,SMILES
-6,1.1,CC(=O)c1cccc(NC(=O)C2CC(=O)N(Cc3ccccc3)C2)c1 (stereo unspecified)
-15,1.1,CCCCCCCCNCCS(=O)(=O)NN1CCOCC1
11,0.89,Clc1ccc2c(NNc3ccccc3Cl)ccnc2c1
7,0.93,CCC1CCCCN1CCCNC(=O)c1cn(CC(C)C)c(=O)c2cc(OC)c(OC)cc12 (stereo unspecified)
5,0.95,CCN=C(N/N=C/c1ccc([N+](=O)[O-])cc1)SC
18,0.82,COc1ccc(C(=O)Nc2sc(C)c(C)c2CN2CCOCC2)cc1
41,0.59,Cc1nonc1C(=O)N/N=C/c1ccc(O)c(O)c1
-3,1,O=C1c2ccccc2C2NC(=O)C3(CCCCC3)N12 (stereo unspecified)
0,0.99,O=S1(=O)c2ccccc2OC(COCc2ccccc2)CN1C1CC1 (stereo unspecified)
-10,1.1,CC(=O)OC(C(=O)NCc1ccco1)c1ccncc1 (stereo unspecified)
-2,1,CCN(CC)c1ccc2c(C)c(CN3CCOCC3)c(=O)oc2c1
4,0.96,Cc1nc(SCC(=O)Nc2c(C)nn(C)c2C)c2cnn(-c3ccccc3)c2n1
-2,1,CCOC(=O)C1=CN(Cc2ccco2)S(=O)(=O)NC1c1ccc(C(F)(F)F)cc1 (stereo unspecified)
12,0.88,C=CCn1c(Cc2nc3ccc(Cl)cc3[nH]2)n[nH]c1=S
0,1,Cc1ccc(N2CN=c3s/c(=C\c4cccnc4)c(=O)n3C2)cc1
-85,1.8,O=C(Nc1cccc(Cl)c1)NC1CCN(C2CCCCC2)C1 (stereo unspecified)
-8,1.1,CCN(CCCn1c(=S)[nH]c2ncccc2c1=O)c1ccccc1
8,0.92,CCOc1nc(NCCN2CCOCC2)nc(Nc2ccc(C)cc2)n1
-5,1,O=C1C2CCCN2C(c2ccccc2)N1c1nccs1 (stereo unspecified)
-5,1,O=C(CN1C(=O)NC2(CCCCCC2)C1=O)N1CCC(Cc2ccccc2)CC1

More records
mouse IAP activators,mouse IAP activators Fold change,SMILES
2,0.98,CC(=O)NCC(=O)N(c1c(C)n(C)n(-c2ccccc2)c1=O)C1(C(=O)NC2CCCC2)CCCCC1
-6,1.1,O=c1c2cccnc2[nH]c(=S)n1CCCN1CCN(c2ccc(F)cc2)CC1
20,0.8,COc1ccc(Cl)cc1C(=O)NNC(=S)NC(=O)c1cc(-c2ccc(Cl)cc2)nc2ccccc12
-8,1.1,COCCN(C(=O)c1ccco1)C(C(=O)NC1CCCC1)c1cccs1 (stereo unspecified)
-40,1.4,O=C(Cc1ccc(Cl)cc1)Nc1cccc(S(=O)(=O)N2CCCCC2)c1
-142*,2.4*,O=C(Nc1cccc(F)c1)NC1CCCCCCC1
-9,1.1,O=C(Oc1cccnc1)c1ccco1
-1,1,Cc1cc(C(=O)CN2C(=O)NC(c3ccccc3)(c3ccccc3)C2=O)c(C)n1Cc1ccco1
-143*,2.4*,CNC[C@@H]1Oc2ccc(NC(=O)Nc3cccc4ccccc34)cc2C(=O)N([C@@H](C)CO)C[C@@H]1C
-11,1.1,O=C(Nc1ccccc1N1CCOCC1)c1ccc2c(c1)C(=O)N(Cc1ccncc1)C2=O
-7,1.1,C=CCSc1nnc(Cc2cc(=O)[nH]c(=O)[nH]2)n1-c1cc(C)ccc1C
-4,1,N/C(=N\OC(=O)Cc1cccc2ccccc12)c1ccccn1
-111*,2.1*,CC(NC(=O)Nc1ccc(Cl)cc1)c1ccccc1 (stereo unspecified)
5,0.95,Cc1cc(C(=O)COC(=O)c2n[nH]c3ccccc23)c(C)n1CC1CCCO1 (stereo unspecified)
8,0.92,CCN(C(=O)CSc1nncs1)c1c(N)n(Cc2ccccc2)c(=O)[nH]c1=O
-7,1.1,COc1ccccc1Nc1ncccc1C(=O)O
-1,1,Cc1cc(C)c2c(-n3cccc3)c(C(=O)NNS(=O)(=O)c3ccccc3)sc2n1
10,0.9,O=C(N1CCOCC1)C1(c2ccccc2)CCCCC1
52,0.48,CC(/C=N/n1c(-c2ccco2)n[nH]c1=S)=C\c1ccco1
14,0.86,Cc1nnc(SCC(=O)N2CCOCC2)c2ccccc12

(continued)
mouse IAP activators,mouse IAP activators Fold change,SMILES
-7,1.1,COc1cc(C2CC(=O)Oc3cc(O)ccc32)cc(OC)c1OC (stereo unspecified)
4,0.96,O=C(NCCc1ccccc1)c1nc2nc(-c3cccs3)cc(C(F)(F)F)n2n1
3,0.97,Cc1ccc(C(=O)CC(=O)c2cccc(F)c2)c(O)c1
-2,1,CC(C)CC(NC(=O)C1CCC(C)CC1)C(=O)Nc1cccnc1 (stereo unspecified)
-7,1.1,COc1ccc(CNC(=O)C2CCNCC2)cc1
3,0.97,CC[C@]1(C(=O)OC)[C@H]2C(=O)N(C)C(=O)[C@H]2[C@H]2CN=C(SCc3ccccc3)N21
6,0.94,COCCNC(=O)C(c1ccccc1C)N(C(=O)Cn1nnc2ccccc21)c1cccnc1 (stereo unspecified)
43,0.57,CCCCN1C(=O)/C(=C/C=C2\N(C)c3ccccc3C2(C)C)SC1=S
0,1,Cc1ccc(OCCCSc2ncccn2)cc1C
1,0.99,COC(=O)C1=C(C)OC(N)=C(C#N)C1c1c(C)nn(-c2ccccc2)c1Cl (stereo unspecified)
-30,1.3,CC(C)=CCC/C(C)=C/CNC(=O)C[C@H]1C[C@H](C(=O)N2CCCCC2)[C@@]2(C)c3[nH]c4cc(CCC(=O)N(C)C)ccc4c3CCN2C1=O
0,1,Cc1onc(-c2ccccc2Cl)c1C(=O)NCC(=O)O
-3,1,CCN(CC)CCNc1nc2cc(OC)c(OC)cc2c2nc(-c3ccccc3)nn12
1,0.99,CSCC[C@H](N)C(=O)NC[C@H]1O[C@@H](n2cnc3c(N)ncnc32)[C@H](O)[C@@H]1O
10,0.9,O=S(=O)(Nc1ccccc1)c1ccc(Oc2ncc(C(F)(F)F)cc2Cl)cc1
2,0.98,CCOC(=O)C1=CN(Cc2cccc(F)c2)S(=O)(=O)N(C)C1c1ccc(F)c(Cl)c1 (stereo unspecified)
1,0.99,Cc1cccc(C)c1NC(=O)N1C(C(=O)O)CSC1C(=O)O (stereo unspecified)
0,1,CNC(=O)C1CC(=O)N(CCc2ccc(OC)cc2)C(=Nc2ccc(OC)cc2)S1 (stereo unspecified)
61,0.39,CCCSC1=N/C(=C\C=C\c2ccco2)C(=O)S1
0,1,O=C(C[C@H]1C[C@H](C(=O)N2CCOCC2)[C@@]2(CCC3CCCC3)c3[nH]c4cc(-c5ccco5)ccc4c3CCN2C1=O)NCCN1CCOCC1

Following part.
mouse IAP activators,mouse IAP activators Fold change,SMILES
7,0.93,CC(C)(C)NC(=O)C1N(c2cccnc2)C(=O)C2C(C(=O)Nc3ccccc3)C3(C)C=CC21O3 (stereo unspecified)
16,0.84,Cc1ccccc1-n1nc2c(c1NC(=O)c1ccc(S(=O)(=O)N(C)C)cc1)CSC2
10,0.9,Fc1ccc(-c2nnc(SCc3ncc(-c4ccccc4)o3)n2CC2CCCO2)cc1 (stereo unspecified)
6,0.94,CCOC(=O)C(C)Sc1nc(-c2ccco2)cc(C(F)(F)F)c1C#N (stereo unspecified)
11,0.89,CCC(=O)N1CCCc2cc(S(=O)(=O)N3CCC(N4CCCCC4)CC3)ccc21
-6,1.1,Cn1c(=O)c2c(nc(CN3CCC(C(N)=O)CC3)n2Cc2c(F)cccc2Cl)n(C)c1=O
5,0.95,CCOC(=O)c1ccc(NC(=O)C2CCCO2)cc1 (stereo unspecified)
-1,1,O=C(CSC1=NCCS1)N1CCN(c2ccc(Cl)cc2)CC1
16,0.84,Nc1cc(-c2ccco2)no1
20,0.8,Cc1ccc(NCc2nnc(SCC(=O)c3ccccc3)o2)c(C)c1
-9,1.1,CC(C)C(=O)Nc1ccc(-c2nc3cccnc3o2)cc1
6,0.94,CC(C)NC(=O)C(OC(=O)c1ccccc1)C(OC(=O)c1ccccc1)C(=O)O (stereo unspecified)
-8,1.1,CCOc1ccc(NC(=O)CCCOc2cc(=O)n(C)c3ccccc23)cc1
-6,1.1,O=C(NNS(=O)(=O)c1ccc(Cl)cc1)c1sccc1-n1cccc1
4,0.96,CC(C)(CNC(=O)C1CCCC1)CNC(=O)C1CCCC1
6,0.94,CCOn1c(=O)c(-c2ccc(Cl)cc2)[n+]([O-])c2ccccc21
12,0.88,Clc1ccc(-n2nnnc2-c2cnc(-c3ccccn3)nc2-c2cccs2)cc1
-2,1,CCc1nnc2n1N=C(c1ccc(-c3cc(Cl)ccc3Cl)o1)CS2
-11,1.1,CCCNS(=O)(=O)c1ccc(OCC(=O)NCc2ccc3c(c2)OCO3)cc1
7,0.93,Nc1nc(-c2ccco2)nn1C(=O)c1cccnc1

Additional records follow.
mouse IAP activators,mouse IAP activators Fold change,SMILES
10,0.9,Cc1cccc(OCc2nnc(SCn3nnc4ccccc4c3=O)o2)c1
-7,1.1,CCN(CC)C(=O)CSc1ncnc2c1cnn2-c1ccccc1
0,1,O=Cc1cn(CC(=O)N2CCCc3ccccc32)c2ccccc12
0,1,COc1ccc(-c2c(C)cc3oc(=O)cc(-c4ccccc4)c3c2C)cc1F
5,0.95,COC(=O)CC1C(=O)NCCN1C(=O)CSc1nnc(Nc2ccc(C)cc2)s1 (stereo unspecified)
-4,1,CCN1CCN(CC(=O)c2c[nH]c3ccccc23)CC1
5,0.95,CC(=O)Nc1nc2ccc(Br)cc2s1
1,0.99,Cc1cc(NC(=O)Nc2cc(C)nn2-c2ccccc2)n(-c2ccccc2)n1
-7,1.1,CC[C@]12c3[nH]c4ccc(Cl)cc4c3CCN1C(=O)[C@@H](CC(=O)NCc1ccc(OC)c(OC)c1)C[C@@H]2C(=O)N1CCN(C(=O)c2ccco2)CC1
25,0.75,CCN1C(=O)/C(=C2\C=Cc3ccccc3N2CC)SC1=S
12,0.88,CC(=O)c1ccc2c(c1)N(C)c1ccccc1S2
-1,1,COc1cccc(NC(=O)Nc2cccn(Cc3ccccc3)c2=O)c1
-7,1.1,C=CCn1c(COc2ccc(Cl)cc2)nnc1SCc1ccc(C#N)cc1
2,0.98,CCOC(=O)CNC(=O)c1sc(NC(=O)c2cccc(F)c2)nc1C
-1,1,CCOC(=O)N1CCN(C(=O)/C(=C/c2ccc(OC)cc2)NC(=O)c2ccccc2)CC1
71,0.29,CC1(C(=O)NNC(=O)c2ccc(=O)oc2)CC1Br (stereo unspecified)
-8,1.1,N#C/C(=C\c1cn[nH]c1-c1ccc(Cl)cc1)C(=O)NCc1ccccc1
9,0.91,C/C(=N/NC(=O)c1ccc(NC(=O)c2ccc(F)cc2)cc1)c1ccccc1
-1,1,CC(C)NC(=O)Cc1ccc(Br)cc1
13,0.87,Cc1nc(NCCCO)c(C#N)c2c1COC(C)(C)C2

3 entries from above, sorted by the value under mouse IAP activators Fold change, ascending:
mouse IAP activators,mouse IAP activators Fold change,SMILES
12,0.88,CC(=O)c1ccc2c(c1)N(C)c1ccccc1S2
1,0.99,Cc1cc(NC(=O)Nc2cc(C)nn2-c2ccccc2)n(-c2ccccc2)n1
-8,1.1,N#C/C(=C\c1cn[nH]c1-c1ccc(Cl)cc1)C(=O)NCc1ccccc1

Exported with two lines to a compound: entries from further up
Order of results: mouse IAP activators	mouse IAP activators Fold change
CC1(C(=O)NNC(=O)c2ccc(=O)oc2)CC1Br (stereo unspecified)
  71	0.29
CCN1C(=O)/C(=C2\C=Cc3ccccc3N2CC)SC1=S
  25	0.75
COC(=O)CC1C(=O)NCCN1C(=O)CSc1nnc(Nc2ccc(C)cc2)s1 (stereo unspecified)
  5	0.95
N#C/C(=C\c1cn[nH]c1-c1ccc(Cl)cc1)C(=O)NCc1ccccc1
  -8	1.1
CCN(CC)C(=O)CSc1ncnc2c1cnn2-c1ccccc1
  -7	1.1

Laid out differently: 6 of the compounds above.
| molecule | mouse IAP activators | mouse IAP activators Fold change |
| --- | --- | --- |
| CC(C)NC(=O)C(OC(=O)c1ccccc1)C(OC(=O)c1ccccc1)C(=O)O (stereo unspecified) | 6 | 0.94 |
| CCOc1ccc(NC(=O)CCCOc2cc(=O)n(C)c3ccccc23)cc1 | -8 | 1.1 |
| O=C(NNS(=O)(=O)c1ccc(Cl)cc1)c1sccc1-n1cccc1 | -6 | 1.1 |
| CC(C)(CNC(=O)C1CCCC1)CNC(=O)C1CCCC1 | 4 | 0.96 |
| CCOn1c(=O)c(-c2ccc(Cl)cc2)[n+]([O-])c2ccccc21 | 6 | 0.94 |
| Clc1ccc(-n2nnnc2-c2cnc(-c3ccccn3)nc2-c2cccs2)cc1 | 12 | 0.88 |

(cont.)
mouse IAP activators,mouse IAP activators Fold change,SMILES
-138*,2.4*,Cc1cccc(NC(=O)NCCCCc2ccccc2)c1
-4,1,CCCCn1c(SCC2CCCCO2)nc2cc(S(N)(=O)=O)ccc21 (stereo unspecified)
8,0.92,CCOC(=O)C1=C(C)N(C[C@@H]2CC[C@@H](Cc3ccc(-c4ccccc4)cc3)O2)C(=O)NC1c1ccc(C(F)(F)F)cc1 (stereo partly specified)
2,0.98,CCOC(=O)C1=CN(Cc2cccc(F)c2)S(=O)(=O)N(C)C1c1cccc(OC)c1 (stereo unspecified)
-6,1.1,Cc1cc(C)c(C#N)c(SCC(=O)OC2CCCCC2)n1
64,0.36,Cc1ccsc1/C=C/C1=Cc2c(sc(NC(=O)CSc3n[nH]c(N)n3)c2C#N)C(C)(C)C1
12,0.88,COc1ccc(Cl)cc1NC(=O)c1c(-c2ccccc2)noc1C
-2,1,O=C(CSc1nnc(-c2cccs2)n1-c1ccccc1)N1CCOCC1
1,0.99,COc1cc(OC)cc(C(=O)NC(C(=O)NCCN(C)C)C23CC4CC(CC(C4)C2)C3)c1 (stereo unspecified)
-6,1.1,CCCCOc1ccc(S(=O)(=O)NNC(=O)C2Cc3c(ccc4ccccc34)O2)cc1 (stereo unspecified)
-19,1.2,S=C(NCc1ccco1)Nc1ccc(Cl)c(Cl)c1
2,0.98,O=C(O)CCC(=O)Nc1ccc(Cc2ccc(NC(=O)CCC(=O)O)cc2)cc1
-2,1,Cc1ccc(C)c(S(=O)(=O)Nc2ccc3scnc3c2)c1
-2,1,COC(=O)c1cn(NC(=O)c2cccc(OC)c2)c(=O)c2ccccc12
-3,1,Cn1cccc1C(=O)OCC(=O)Nc1cc(C(C)(C)C)nn1-c1ccccc1
0,1,COC(=O)C1CCN(C(=O)CCCOc2ccccc2)CC1

These rows are one share of the data; the hit share may differ from the screen's.
